M1AAP inhibition – malaria alanyl aminopeptidase activity blockers – biochemical, fluorogenic H-Leu-NHMec substrate, 1536-well (AID 1445); 220,000 compounds, 0.42% hits; recombinant M1AAP, H-Leu-NHMec fluorogenic kinetic assay; higher % means a stronger effect; inhibition, % at 30 µM, or IC50 in µM where a hit was titrated;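 active = primary inhibition above the hit cutoff, then over 50% inhibition at one or more dose response concentrations, cut at about 23% in these data, passing the limit was not always enough; inconclusive = conflicting primary data, or primary hits not chosen for dose response; inactive = low primary inhibition, or under 50% at every dose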;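 also: plate controls were DMSO full reaction for no effect and no enzyme background for full effect; strong numbers were not always called active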
Dynein cargo inh – blocks dynein driven cargo transport along microtubules; 3617.4 mouse cells, GR-EGFP nuclear translocation imaging; test concentration mostly 20 µM; stimulated with dexamethasone, 1 µM; active compounds read low; z-score, hits read low; 220,000 compounds, 0.47% hits; AID 1381;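 active = plate z-score of nuclear minus cytoplasmic receptor signal below a set negative limit, without overly bright fluorescence or cell loss, cut at about -3.5 in these data, passing the limit was not always enough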;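 also: z-score of nuclear minus cytoplasmic ring GR-EGFP intensity difference per well; some compounds called inactive have numbers as strong as hits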
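Buffer or medium: tet-free, stripped-serum medium; Also added: dexamethasone, 1.0 µM final; Technique: high-content fluorescence imaging after fixation; Times: 48 h induction, 1 h compound, 30 min dex at 37 °C; Read-out: per-cell GR-EGFP intensity, nucleus versus surrounding cytoplasmic ring, well-averaged.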
M17LAP inhibition – P. falciparum M17LAP inhibitors, primary screen, biochemical, fluorogenic H-Leu-NHMec substrate, 1536-well (AID 1619); inhibition, % at 30 µM, or IC50 in µM where a hit was titrated; recombinant M17LAP, H-Leu-NHMec fluorogenic kinetic assay; higher % means a stronger effect; 220,000 compounds, 0.38% hits;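 active = compound inhibiting the enzyme by more than half at any dose during confirmatory dose-response retesting; inconclusive = strong single-dose inhibitors picked by rank but not retested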;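 also: plate controls were full reaction with DMSO carrier for no effect and no enzyme background for full effect; strong numbers were not always called active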
KOR beta-arrestin-1 – kappa opioid receptor activators – cell-based, luminescence, uHTS, primary screen (AID 1777); KOR beta-arrestin recruitment, luminescence; higher % means a stronger effect; activation, % at 10 µM, or EC50 in µM where a hit was titrated; 280,000 compounds, 0.02% hits; in the data active = activation above about 50%, passing the limit was not always enough; also: a part of the inactive calls stands beside numbers as strong as those of hits
KOR beta-arrestin-2 – kappa opioid receptor blockers – cell-based, luminescence, uHTS (AID 1778); inhibition, % at 10 µM, or IC50 in µM where a hit was titrated; 290,000 compounds, 0.091% hits; KOR beta-arrestin recruitment, luminescence, antagonist mode; higher % means a stronger effect; also: strong numbers were not always called active
GPR55 activation – GPR55 agonists via beta-arrestin recruitment, primary screen, imaging, U2OS cells, beta-arrestin-GFP redistribution (AID 1961). activation, % at 10 µM, or EC50 in µM where a hit was titrated. U2OS GPR55 beta-arrestin-GFP redistribution imaging; higher % means a stronger effect. 290,000 compounds, 0.048% hits;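 active = activation above 40% with more than 50 cells counted in the well; inconclusive = wells holding fewer than 50 cells, flagged as toxic or sparse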;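 also: U2OS osteosarcoma cells stably expressing GPR55 and beta-arrestin-GFP; plate controls were DMSO negative control for no effect and LPI positive control for full effect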
AID2073 – inhibitors of Mint1-CaV2.2 protein interaction, biochemical, HTRF (AID 2073). HTRF protein-protein interaction, Mint1-CaV2.2; higher % means a stronger effect. inhibition, % at 20 µM; hits with a dose series show IC50 in µM. 290,000 compounds, 0.19% hits; in the data active = inhibition mostly above about 51%, no sharp cut-off; inconclusive = no clear call, values can overlap the other calls; inactive = mostly below about 53%; also: some results filed as inactive read as strong as hits
HEK293 NOD2/NF-kB – NOD2 signaling inhibitors, cell-based, luminescence, uHTS, HEK293 (AID 1566); HEK293 NOD2/NF-kB luciferase reporter, luminescence; higher % means a stronger effect; one-dose inhibition, % at 4 µM; EC50 in µM for titrated hits; 290,000 compounds, 0.63% hits; also: many of its hits are not listed in these tables
NOD1 NF-kB reporter – inhibition of NOD1-driven NF-kB reporter – cell-based, luminescence, uHTS, primary screen (AID 1578); NOD1-driven NF-kB luciferase reporter cells, luminescence; higher % means a stronger effect; inhibition, % at 4 µM, or EC50 in µM where a hit was titrated; 290,000 compounds, 1% hits; in the data active = inhibition mostly above about 36%, no sharp cut-off; inactive = mostly below about 34%;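 also: HEK-293T reporter cells stimulated with the NOD1 agonist gamma-tri-DAP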
Dynein cargo inh cytoplasmic EGFP – further read-out of Dynein cargo inh, marked with its call; z-score; measured here: cytoplasmic GR-EGFP intensity; active compounds read high
Dynein cargo inh nuclear GR-EGFP – second read-out of Dynein cargo inh, no call of its own (marks repeat the call); z-score; measured here: nuclear GR-EGFP intensity;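 lower value marks the stronger effect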
Dynein cargo inh cell count – recorded beside Dynein cargo inh, whose call it bears; z-score; measured here: cell count per field
The depositor's hits bear a star; ? = inconclusive; . = no result given; [ ] = remark or other dose. Rule as the data show it, unless noted: active = inhibition above about 50%; inactive = the rest. Some of the compounds tested (hit frequency here may not be typical).

SMILES | M1AAP inhibition | Dynein cargo inh | Dynein cargo inh cytoplasmic EGFP | Dynein cargo inh nuclear GR-EGFP | Dynein cargo inh cell count | M17LAP inhibition | KOR beta-arrestin-1 | KOR beta-arrestin-2 | GPR55 activation | AID2073 | HEK293 NOD2/NF-kB | NOD1 NF-kB reporter
COc1ccc(-n2nc(C(=O)NCC(=O)NCCCN3CCCCCC3)c3ccccc3c2=O)cc1Cl | 1% | 0.8 | -0.24 | 0.67 | -0.28 | 3% | -3.2% | 27% | 0.0% | 12% | 15% | -11%
CCOC(=O)C1CCCN(CCC(=O)Nc2ccccc2C)C1 (centres undefined) | 2% | -0.79 | -0.32 | -0.19 | 0.5 | -12% | . | -27%[20 µM] | -0.1% | -10% | 19% | -4%
O=c1c2c3c(sc2nc2n1CCC2)CCCC3 | 10% | -0.53 | -0.2 | 0.47 | -0.77 | -6% | 4.7% | -20% | 0.0% | -10% | -8% | 0%
COC(C[C@@H](O)CC(=O)[C@H](C)OCc1ccccc1)OC | -2% | 0.53 | -0.78 | 0.19 | 0.24 | -4% | 4.5% | 8% | -0.1% | 40% | 12% | 0%
CCOc1ccc(NC(=O)C2CCN(c3nnnn3-c3ccccc3)CC2)cc1 | 1% | -0.71 | -0.22 | -0.48 | 1.1 | -2% | 0.7% | -67% | -0.2% | -9% | 8% | -28%
CNS(=O)(=O)c1cc(Br)ccc1S(=O)c1ccccc1C(=O)O (centres undefined) | 2% | -0.73 | -0.22 | -0.46 | 0.58 | 11% | 2.6% | -1% | 0.0% | -16% | 13% | -11%
Cc1cccc(C)c1NC(=O)C(c1ccc([N+](=O)[O-])cc1)N(C)C(=O)c1ccccn1 (centres undefined) | 2% | 1.3 | -0.09 | 2.3 | -1.7 | 13% | 5.5% | -2% | -0.4% | -2% | -14% | 49%
CCOC(=O)C1=C(CC)Nc2ccccc2N=C1N | 1% | -0.27 | -0.26 | -0.088 | 0.95 | 5% | 9.3% | -7% | 0.0% | 4% | 3% | -4%
O=C(COc1ccccc1Cl)Nc1ccc2c(c1)C(=O)NC2=O | . | . | . | . | . | . | -0.7% | -1% | 0.2% | 8% | -12% | -32%
N/C(=N\c1nc2c(c(=O)[nH]1)CCCC2)Nc1ccccc1 | 11% | -1.2 | -0.35 | -0.46 | 0.66 | -2% | 0.8% | 3% | 0.6% | 7% | 2% | -30%
COc1ccc(CCN(Cc2ccccn2)C(=S)Nc2ccccc2F)cc1OC | 7% | -0.38 | -0.17 | -0.19 | -0.34 | -3% | -2.2% | -2% | 0.5% | -20% | 15% | -13%
COc1ccc(Nc2c3c(nc4ccc(C)cc24)CCC3)cc1 | . | . | . | . | . | . | -0.1% | 11% | 1.3% | 13% | 16% | -3%

5 entries from above, ordered by length of the SMILES, highest first:
SMILES | M1AAP inhibition | Dynein cargo inh | Dynein cargo inh cytoplasmic EGFP | Dynein cargo inh nuclear GR-EGFP | Dynein cargo inh cell count | M17LAP inhibition | KOR beta-arrestin-1 | KOR beta-arrestin-2 | GPR55 activation | AID2073 | HEK293 NOD2/NF-kB | NOD1 NF-kB reporter
CNS(=O)(=O)c1cc(Br)ccc1S(=O)c1ccccc1C(=O)O (centres undefined) | 2% | -0.73 | -0.22 | -0.46 | 0.58 | 11% | 2.6% | -1% | 0.0% | -16% | 13% | -11%
N/C(=N\c1nc2c(c(=O)[nH]1)CCCC2)Nc1ccccc1 | 11% | -1.2 | -0.35 | -0.46 | 0.66 | -2% | 0.8% | 3% | 0.6% | 7% | 2% | -30%
COc1ccc(Nc2c3c(nc4ccc(C)cc24)CCC3)cc1 | . | . | . | . | . | . | -0.1% | 11% | 1.3% | 13% | 16% | -3%
CCOC(=O)C1=C(CC)Nc2ccccc2N=C1N | 1% | -0.27 | -0.26 | -0.088 | 0.95 | 5% | 9.3% | -7% | 0.0% | 4% | 3% | -4%
O=c1c2c3c(sc2nc2n1CCC2)CCCC3 | 10% | -0.53 | -0.2 | 0.47 | -0.77 | -6% | 4.7% | -20% | 0.0% | -10% | -8% | 0%

Next part.
SMILES | M1AAP inhibition | Dynein cargo inh | Dynein cargo inh cytoplasmic EGFP | Dynein cargo inh nuclear GR-EGFP | Dynein cargo inh cell count | M17LAP inhibition | KOR beta-arrestin-1 | KOR beta-arrestin-2 | GPR55 activation | AID2073 | HEK293 NOD2/NF-kB | NOD1 NF-kB reporter
CCCCC(CC)C(=O)Nc1ccc(S(=O)(=O)N2CCCC2)cc1 (centres undefined) | . | . | . | . | . | . | 1.5% | -63%[20 µM] | -0.1% | 0% | 8% | -18%
O=C(CN(C(=O)c1ccc(Cl)cc1)C1CCCCC1)Nc1ccc(Cl)c([N+](=O)[O-])c1 | -2% | 0.45 | -0.22 | 0.35 | 0.21 | 3% | 2.1% | -5% | 0.1% | 17% | 12% | -30%
Cc1c(Cl)cccc1NC(=O)CCCN1C(=O)c2cccnc2C1=O | 4% | -0.034 | -0.29 | 0.3 | -0.63 | -6% | 0.8% | -4% | 0.0% | 3% | 8% | -19%
COc1ccc(CCN2C(=O)c3cccnc3C2=O)cc1OC | 1% | -0.21 | -0.26 | -0.0026 | 0.4 | 12% | 3.6% | 19% | -0.1% | 4% | -9% | -21%
Cc1ccc(C(C)C)c(OCc2n[nH]c(=S)o2)c1 | 1% | -0.28 | 0.78 | -0.075 | 0.54 | 9% | . | -73%[20 µM] | -0.1% | 5% | 3% | -8%
COc1cccc(NC(C)C(=O)Nc2cc([N+](=O)[O-])ccc2Cl)c1 (centres undefined) | 5% | 0.45 | -0.23 | -0.17 | -0.54 | -3% | -4.1% | 32% | -0.3% | -8% | -2% | -24%
COc1cccc(-c2nnc(NC(=O)Cc3cccs3)s2)c1 | -2% | -0.37 | 0.1 | 0.15 | -0.61 | -3% | 7.2% | -31% | -0.1% | 27% | -43% | -40%
CCOCc1[nH]c(=S)[nH]c(=O)c1Cc1ccc(OCC)cc1 | 4% | -0.57 | -0.22 | -0.59 | 1 | 6% | . | -47%[20 µM] | -0.1% | -23% | 19% | 18%
O=C(O)c1ccc(COc2ccccc2/C=C2\NC(=O)N(Cc3ccccc3)C2=O)cc1 | 0% | 0.34 | -0.11 | 0.075 | -1.2 | 20% | 2.4% | -8% | 0.8% | 0% | 12% | -24%
COC(=O)c1nnn(-c2nonc2N)c1CSc1ccccn1 | 3% | 1 | -0.13 | 0.57 | 0.44 | -2% | 0.9% | 10% | 0.3% | -7% | 13% | 15%
Cc1cc(-c2nnc(CCC(=O)NC(C)c3ccc(F)cc3)o2)no1 (centres undefined) | -5% | 0.72 | -0.15 | 0.59 | -0.97 | -1% | . | -27%[20 µM] | -0.1% | 3% | -9% | -44%
COc1ccc(NC(=O)CN2C(=O)C(C)Oc3ccc(C)cc32)cc1 (centres undefined) | . | . | . | . | . | . | -1.1% | -55%[20 µM] | -0.3% | ? | 13% | -8%
CCOC(=O)c1cnc(SCC(=O)NCc2ccco2)nc1N | -2% | -1.4 | -0.28 | -0.58 | 0.71 | 11% | 1.2% | -11% | 0.2% | 2% | 3% | -29%
Cc1nc2ccccc2n1C1CC(=O)N(N(C)C)C1=O (centres undefined) | 0% | -0.57 | -0.25 | -0.41 | 0.53 | -2% | . | . | -0.2% | -8% | 13% | 7%
CC(C)(C)c1ccc(S(=O)(=O)Nc2ccc(C(=O)N3CCCC3)cc2)cc1 | . | . | . | . | . | . | 4.4% | -11% | -0.1% | 7% | 13% | -12%
C=CCc1c(C)nc(SC)nc1Nc1ccc(C)cc1 | 2% | 1.2 | -0.17 | 0.49 | -0.82 | 5% | . | -22% | -0.2% | 6% | 19% | 14%
Cc1[nH]c2ccc(C(=O)NC3CCC(C)CC3)cc2c1C (centres undefined) | . | . | . | . | . | . | 1.6% | -30% | 0.2% | 5% | -12% | 11%
COC(=O)C[N+](C)(C)C/C=C\c1ccccc1 | 1% | -0.55 | -0.34 | -0.091 | 0.63 | -3% | . | -12%[20 µM] | -0.1% | -5% | 18% | -24%
Cc1nn(C)c(C(=O)NNC(=S)NC2CCCCC2)c1Cl | 12% | -0.38 | -0.27 | -0.36 | -0.12 | 8% | 1.0% | -3% | -0.5% | -30% | 3% | -42%
COc1ccc(S(=O)(=O)N2CCCC2)c(Cl)c1Cl | -2% | 0.3 | -0.32 | 0.16 | 0.018 | 4% | 3.0% | -27% | -0.5% | 1% | 1% | -45%
O=C(/C(=C/O)N=Nc1ccccc1)c1ccc(Cl)cc1 | 22% | -1 | -0.23 | -0.17 | 0.29 | 1% | -2.2% | -2% | -0.6% | 8% | 3% | -7%
O=C(NCc1ccc2c(c1)OCO2)C1CCCN1S(=O)(=O)c1ccc(Cl)cc1 (centres undefined) | -5% | -0.21 | -0.15 | 0.14 | -0.31 | 3% | . | 0%[20 µM] | 0.2% | 18% | -8% | -7%
O=C(Nc1ccc(S(=O)(=O)N2CCCCCC2)cc1)c1ccco1 | -8% | -0.053 | -0.25 | 0.18 | -0.25 | 2% | 1.1% | 4% | -0.1% | ? | -50% | -43%
CN(Cc1nccn1C)C(=O)CC1C(=O)NCCN1Cc1ccc(F)cc1Cl (centres undefined) | . | . | . | . | . | . | 1.5% | 38% | -0.1% | -2% | 11% | -15%
N#CCCNC(=O)CCN1CCOCC1 | -3% | 0.36 | -0.2 | -0.0074 | -0.024 | 10% | 16% | -37% | -0.2% | 7% | 18% | -19%
CC(C)C[C@H](NC(=O)c1nc[nH]c1C(=O)N1CCN(c2ccccc2)CC1)C(=O)OC(C)(C)C | -8% | 0.64 | -0.79 | 0.38 | -0.36 | 3% | 2.2% | 15% | -0.1% | 8% | 30% | 4%
